D1 antag – blocks dopamine activation of the human D1 receptor; P21728; HEK293 TREx D1 cells, calcium flux, dopamine EC80; active compounds read low; hit rate 3.2% among 360,000; activity change, negative = inhibition, % at 10 µM; in the data active = activity change below about -30%; note: % is set by controls: 0 for no effect and ±100 for the full control effect
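Cells carrying a force-coupled, tetracycline-inducible human D1 receptor report calcium flux. Each well gets a 10 s baseline, compound with 180 s monitoring, then an EC80 dopamine stimulus with a second 180 s kinetic read.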
TRHR enhancer – allosteric enhancers of human TRH receptor | TRHR cells, fluo-8 calcium fluorescence, EC20 TRH enhancement | enhancement, % at 2 µM | hit rate 0.66% among 360,000; in the data active = enhancement above about 30%; note: 0% is about no effect
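Enhancer read-out: after compound pinning and an initial kinetic agonist-mode read, an EC20 of TRH (10 nM final) was injected and fluo-8 calcium signal (Ex 480/Em 530) followed at 1 s/cycle for 100 cycles in TRHR-expressing cells.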
D2 antagonist – antagonizes the human D2 dopamine receptor; P14416; HEK293 TREx D2 cells, calcium flux, dopamine EC80; inhibition, % at 10 µM; hit rate 2% among 340,000; in the data active = inhibition above about 30%; note: 0% is about no effect
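Cells plated overnight at 30 C with tetracycline; no-wash calcium dye, 30–90 min RT; 10 s baseline; compound pinned; 180 s read; EC80 dopamine added; another 180 s read.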
RXFP1 ag – agonists of human relaxin receptor RXFP1. Q9HBX9. HEK293T-RXFP1 cAMP TR-FRET, 30 min; response scale: percent of porcine relaxin response, buffer zero. Potency, µM (titrated, usually from 57.5 µM), inactives show at the highest dose activation, hits mostly activators. hit rate 0.3% among 370,000. AID 2676; active = well fitted activation curve with a large enough effect; inconclusive = small, poorly fitted or top-dose-only effect; note: potency is the fitted concentration of half-maximal effect; % is set by controls: 0 for no effect and ±100 for the full control effect; nearly all actives have a fitted effect of over 60% in size; many of its hits are not listed in these tables
Target sequence (Q9HBX9 whole entry, looked up): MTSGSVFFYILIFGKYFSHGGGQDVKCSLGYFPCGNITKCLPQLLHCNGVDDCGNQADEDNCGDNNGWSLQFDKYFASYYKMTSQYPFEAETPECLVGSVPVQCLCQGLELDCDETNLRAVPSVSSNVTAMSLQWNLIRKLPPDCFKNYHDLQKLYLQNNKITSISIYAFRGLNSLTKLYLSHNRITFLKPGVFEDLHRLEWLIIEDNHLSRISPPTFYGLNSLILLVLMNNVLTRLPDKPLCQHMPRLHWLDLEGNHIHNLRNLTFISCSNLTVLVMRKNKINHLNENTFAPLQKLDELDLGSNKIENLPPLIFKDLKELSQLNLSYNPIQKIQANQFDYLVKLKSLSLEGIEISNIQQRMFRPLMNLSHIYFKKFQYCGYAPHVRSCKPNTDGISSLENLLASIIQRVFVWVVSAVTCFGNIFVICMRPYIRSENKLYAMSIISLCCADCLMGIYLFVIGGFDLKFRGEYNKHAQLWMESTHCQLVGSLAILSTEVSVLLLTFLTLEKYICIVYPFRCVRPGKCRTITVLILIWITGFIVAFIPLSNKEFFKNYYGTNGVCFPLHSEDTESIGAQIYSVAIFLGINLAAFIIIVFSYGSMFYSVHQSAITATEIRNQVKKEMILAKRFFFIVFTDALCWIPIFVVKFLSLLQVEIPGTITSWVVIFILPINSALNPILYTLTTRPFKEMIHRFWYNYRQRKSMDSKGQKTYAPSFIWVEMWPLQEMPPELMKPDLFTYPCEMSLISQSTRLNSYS
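cAMP rise read by TR-FRET after 30 min, 37C compound exposure (up to 58 uM) in RXFP1-transfected HEK293 cells with Ro 20174 present. EC50 from Hill-equation fits, with 29 nM porcine relaxin as 100% and buffer as basal.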
D2 ag – D2 dopamine receptor (human) agonism | activation, % at 2 µM | P14416 | hit rate 0.53% among 340,000 | HEK293 T-REx D2 cells, calcium flux agonist mode | AID 485358;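 active = activation over 3 SD above normal in the single-dose calcium agonist read, cut at about 30% in these data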; note: 0% is about no effect
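Agonism is scored from calcium flux in a force-coupled, inducible HEK293 cell line expressing D2, read kinetically for 180 s after compound addition against dopamine controls.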
D1 potentiator – enhances dopamine response at the human D1 receptor. HEK293 TREx D1 cells, calcium flux, dopamine EC20 potentiation. potentiation, % at 10 µM. hit rate 0.036% among 360,000. P21728; in the data active = potentiation above about 30%; note: 0% is about no effect
RXFP1 antagonist – RXFP1 (human) relaxin receptor antagonism. HEK293-RXFP1, relaxin-stimulated cAMP HTRF, 30 min; active compounds read low. Q9HBX9. hit rate 0.59% among 350,000. activity change, negative = inhibition, % at 57.5 µM;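 active = activity change of -60% or lower, but not beyond a set lower limit; inconclusive = change between -60% and -40%, or beyond the set limit; inactive = change above -40%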; note: % is set by controls: 0 for no effect and ±100 for the full control effect
D1 agonist – activates the human D1 dopamine receptor | P21728 | hit rate 1% among 360,000 | AID 504660 | activation, % at 2 µM | HEK293 T-REx D1 cells, calcium flux, agonist mode; in the data active = activation above about 30%; note: 0% is about no effect
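Tetracycline-induced HEK293 TREx D1 cells, force-coupled to calcium signalling, were dye-loaded with a no-wash calcium kit. Compound was pin-added after a 10 s baseline. Fluorescence was read kinetically at 1 cycle/s for 180 s, with calcium rises flagged as agonism.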
D2 potentiator – positive allosteric modulators of human D2 dopamine receptor; AID 485347; P14416; HEK293 T-REx D2, calcium flux, EC20 dopamine potentiation; hit rate 0.34% among 340,000; potentiation, % at 10 µM;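 active = potentiation over 3 SD above the plate norm, cut at about 30% in these data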; note: 0% is about no effect
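Primary screen. Calcium kinetics in induced HEK293 T-REx D2 cells: compound pre-addition 180 s, EC20 dopamine, 180 s more.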
The depositor's hits bear a star; ? = inconclusive; · = not tested or not shown; & = joins results of further samples; ! = a repeat was not active.

SMILES	D1 antag	TRHR enhancer	D2 antagonist	RXFP1 ag	D2 ag	D1 potentiator	RXFP1 antagonist	D1 agonist	D2 potentiator
Cc1ccc(S(=O)(=O)Nc2cc(C(=O)N3CCC4(CC3)OCCO4)ccc2N2CCCCC2)cc1	0.7	-6.4	7.4	0.8%	0.1	-7.0	-26.8	2.5	-7.2
COc1ccc(CN2CC=C(c3ccc(F)cc3)CC2)cc1Br	-8.7	1.6	62.9*	1.9%	-0.1	-3.5	-11.4	5.4	-32.0
COc1cc2[nH]c(=O)n(-c3ccccc3)c(=O)c2cc1OC	-14.4	2.3	-8.7	0.1%	0.4	0.9	2.0	14.1	6.4
CN1CCN(c2ccc(N)cc2)CC1	·	88.6*	4.2	-2.6%	0.3	-0.1	-11.9	1.4	6.5
O=C(c1cnn2c(C(F)(F)F)cc(-c3ccccc3)nc12)N1CCC2(CC1)OCCO2	11.7	-3.5	13.8	0.3%	-0.1	-4.8	11.5	1.5	1.6
COC(=O)C1=C(c2ccccc2OCc2ccccc2)C[C@@H]2CC[C@H]1N2C(=O)NCc1ccc(N(C)C)cc1	·	-4.7	6.4	2.1%	-0.8	0.1	·	-0.1	-6.9
CCCCOc1ccc(CCN)cc1Cl	-7.8	2.8	41.8*	1.0%	2.9	-13.8	-10.5	20.5	3.1
COCCOC(=O)c1c(C)n(C)c2ccc(OC(=O)N(C)C)cc12	-2.6	12.8	11.3	0.5%	0.2	-0.1	4.1	1.5	6.5
CCN(CC)CCN=C(C)c1c(O)n(-c2ccccc2OC)c(=O)[nH]c1=O	-1.4	1.3	-11.0	0.6%	0.1	0.5	-3.2	3.5	16.1
O=C1NC(=O)N(c2cccc(Br)c2)C(=O)/C1=C/c1ccsc1	0.6	6.0	·	0.8%	·	-0.8	-11.5	1.2	·
Cc1ccc2c(c1)C1CN(C)CCC1N2C(=O)Nc1cccc(C(F)(F)F)c1 (stereo unspecified)	·	8.6	2.7	0.0%	-0.6	-3.9	-13.1	23.1	-11.4
O=C(Nc1nccs1)c1c(O)c2c(n(Cc3ccco3)c1=O)CCCC2	-4.9	-4.5	3.8	0.1%	7.5	-4.1	-11.7	1.0	-2.4
CC(=O)OC1(Cc2ccccc2)CN2CCC1c1ccccc12 (stereo unspecified)	-8.9	1.4	1.9	0.4%	-0.1	3.7	-7.5	3.5	1.6
C=CCn1c(O)c(C(C)=Nc2ccc(C(=O)OCC)cc2)c(=O)[nH]c1=O	3.9	3.4	-10.2	0.0%	-1.1	2.2	6.5	3.9	16.6
COc1ccc(Cn2c(O)c(/C=N/NC(=O)c3ccccc3O)c(=O)[nH]c2=O)cc1	-6.4	-8.6	-5.6	-0.1%	-1.1	-1.1	?	5.6	7.7
O=c1[nH]c(=O)n(Cc2ccco2)c(O)c1C=NCc1cccs1	-9.2	-3.5	-13.3	-1.7%	0.3	-2.6	4.0	0.7	8.4
Cc1cccc(-n2c(/C=C/c3ccc([N+](=O)[O-])o3)nc3ccccc3c2=O)c1	-6.6	-2.8	-7.5	3.0%	-0.9	-12.8	·	4.2	-1.2
NP(=O)(OCC(F)(F)F)Oc1ccc(Cl)cc1 (stereo unspecified)	-0.1	15.4	-4.6	2.0%	0.3	-6.5	·	10.0	0.6
CCC(=NCCOc1ccc(Cl)cc1)c1c(O)n(C)c(=O)n(C)c1=O	-41.8*	-1.7	-33.3	1.3%	1.3	-8.7	-27.5	7.8	2.7
CN1CC(C(=O)c2ccc(Cl)cc2)C(c2ccc(Cl)cc2Cl)C1 (stereo unspecified)	-16.1	-2.0	15.6	6.4%	-0.4	4.5	-28.3	14.4	-1.0
CSc1ncc(/C=C2/C(=O)NC(=O)N(C)C2=O)cn1	6.7	-2.5	-10.8	1.6%	0.0	-0.7	-5.9	1.4	4.2
CCC(=O)N1N=C2C3CCN(CC3)C2C1c1ccccc1 (stereo unspecified)	-12.5	-7.1	·	0.1%	·	-0.9	13.3	-2.3	·
CC1CCCCN1Cc1ccc(Cl)nc1 (stereo unspecified)	0.0	1.0	-5.0	-1.7%	-0.2	-0.1	3.5	0.8	1.4
O=C1NC(=O)N(Cc2cccs2)C(=O)/C1=C/c1ccc(N2CCOCC2)cc1	-7.8	3.1	5.1	-0.7%	0.0	-6.8	-23.7	2.7	6.3
CCN1CCN(Cc2nc3ccc([N+](=O)[O-])cc3c(=O)n2-c2ccccc2F)CC1	3.2	-1.8	-13.1	-1.0%	-0.4	-2.8	-17.8	1.2	-3.9

3 compounds already listed, ordered by heavy-atom count, descending.
SMILES	D1 antag	TRHR enhancer	D2 antagonist	RXFP1 ag	D2 ag	D1 potentiator	RXFP1 antagonist	D1 agonist	D2 potentiator
CCN(CC)CCN=C(C)c1c(O)n(-c2ccccc2OC)c(=O)[nH]c1=O	-1.4	1.3	-11.0	0.6%	0.1	0.5	-3.2	3.5	16.1
O=C(Nc1nccs1)c1c(O)c2c(n(Cc3ccco3)c1=O)CCCC2	-4.9	-4.5	3.8	0.1%	7.5	-4.1	-11.7	1.0	-2.4
COc1cc2[nH]c(=O)n(-c3ccccc3)c(=O)c2cc1OC	-14.4	2.3	-8.7	0.1%	0.4	0.9	2.0	14.1	6.4

Back to the main list; the 2 compounds before the break are reprinted first.
SMILES	D1 antag	TRHR enhancer	D2 antagonist	RXFP1 ag	D2 ag	D1 potentiator	RXFP1 antagonist	D1 agonist	D2 potentiator
O=C1NC(=O)N(Cc2cccs2)C(=O)/C1=C/c1ccc(N2CCOCC2)cc1	-7.8	3.1	5.1	-0.7%	0.0	-6.8	-23.7	2.7	6.3
CCN1CCN(Cc2nc3ccc([N+](=O)[O-])cc3c(=O)n2-c2ccccc2F)CC1	3.2	-1.8	-13.1	-1.0%	-0.4	-2.8	-17.8	1.2	-3.9
CCc1c(C)nc(N)nc1N1N=C1SC(C(C)=O)C(C)=O	14.7	-1.4	10.8	25.7%	-0.1	-4.6	-1.0	2.3	2.7
Cc1cc(NC(=O)COC(=O)c2c(C)nn(Cc3ccccc3)c2C)no1	-4.2	-0.7	-20.3	-1.2%	0.6	0.1	-12.2	6.4	-3.1
CSCc1nnc2n1-c1ccc(Cl)cc1C(c1ccccc1)=NC2	15.8	4.2	0.6	-0.1%	0.0	-1.1	·	3.5	-0.6
CC(=O)OCC[N+](C)(C)C	16.7&27.8&8.9	-4.5&0.0&5.4	-16.5&7.4	0.8%&1.8%&-0.3%	45.2*	2.1&-6.2&2.8	-22.2	46.3*!	5.9&20.6
Cc1ccc(N2C(=O)NC(=O)/C(=C/c3cnn(-c4ccc(C)cc4)c3)C2=O)cc1	5.2	6.3	5.0	-0.3%	-0.1	8.7	-13.0	1.2	1.4
CNCC(C)c1ccccc1 (stereo unspecified)	3.9	0.3	-9.7	0.5%	7.0	-1.9	2.3	2.2	-3.1
Cc1nonc1OCCNCCNc1ccc([N+](=O)[O-])c2cccnc12	-35.0*	-11.9	29.8	0.4%	0.0	0.1	-7.9	5.8	-22.5
CCCn1nc2ccccc2c1P(=O)(N1CCOCC1)N1CCOCC1	-3.6	-2.9	14.1	0.0%	2.1	2.4	3.9	0.7	7.2
CC1(C)Cc2c(sc3c2C(=O)NC(c2cccnc2)N3)CO1 (stereo unspecified)	16.3	3.9	69.5*	-0.7%	0.6	-1.5	-13.0	4.2	·
CCC(=Nc1ccc(OC)cc1OC)c1c(O)[nH]c(=O)[nH]c1=O	-2.3	8.5	-11.0	2.0%	-0.6	-5.8	-5.5	0.1	1.5
CCOc1ccc(-n2c(O)c(C=Nc3ccc(NC(C)=O)cc3)c(=O)[nH]c2=O)cc1	9.9	1.0	4.9	0.3%	0.3	-5.5	4.4	1.1	-2.7
O=C(c1ccc(Cl)cc1)C1CCCN(Cc2cccc3ncccc23)C1 (stereo unspecified)	-3.6	-1.7	-0.6	0.1%	1.1	-5.0	-11.4	3.0	9.8
Cc1nn(-c2ccccc2)c(C)c1NC(=O)COC(=O)Cc1ccccc1	-0.4	-1.2	1.5	0.5%	0.8	2.1	-9.8	0.2	5.8
C[Se]C[C@@H](N)C(=O)O	-13.3	1.9	-6.5	0.1%	-0.5	0.7	·	-0.9	6.5
COc1ccc2[nH]cc(CCN=C(N)N)c2c1	-19.0	35.8*	13.7	-0.8%	-0.2	-6.2	18.8	1.6	·
C=CCN1CC[C@@]2(C)c3cc(O)ccc3CC1[C@@H]2C	12.1	3.5	-15.9	0.0%	-1.5	7.5	·	0.8	-3.6
CCOc1ccccc1C1SCC(=O)Nc2c1c(=O)[nH]n2C(CC)CC (stereo unspecified)	9.2	6.9	8.7	3.3%	-0.8	-3.5	5.5	1.0	3.3
CN1CCN(c2ccc([N+](=O)[O-])c(N3CCCCC3)c2)CC1	-1.4	-3.0	2.5	0.0%	-1.3	-4.1	-6.5	1.1	-10.5
Cc1cccc(C)c1OP(N)(=O)Oc1c(C)cccc1C	-15.1	10.3	0.0	0.7%	-0.5	-1.5	-10.0	4.3	3.4
CC1=NN(Cc2c[nH]c3ccccc23)C(C)(C)C1	-3.7	1.4	-2.6	1.4%	-1.3	4.9	3.8	2.3	10.8
CN(CC1COc2ccccc2O1)c1nc(-c2cccnc2)nc2ccccc12 (stereo unspecified)	8.1	-5.9	-19.6	1.6%	·	-3.1	-0.6	0.8	9.2
O=c1c2ccccc2[nH]c(=S)n1-c1cccnc1	12.3	-7.0	0.2	0.0%	0.0	-5.7	1.7	1.2	0.5
Cn1c(O)c(C(=Nc2ccc(F)cc2)c2ccccc2Cl)c(=O)n(C)c1=O	-11.7	-3.3	-0.1	0.4%	0.1	-1.4	-1.7	-1.3	12.1
O=C(CCCn1c(=O)[nH]c2cc(Cl)ccc2c1=O)N1CCC2(CC1)OCCO2	-7.1	-6.0	-8.3	3.1%	0.7	-1.0	-11.1	0.4	6.6
Nc1ccc(N=Nc2ccccc2)cc1	-21.5	-3.6	-5.1	0.2%	1.1	-7.4	-6.5&-31.8	0.3	9.2
O=C(c1ccc(F)cc1)C(Cc1ccccc1)N1CCCCC1 (stereo unspecified)	15.6	-3.4	-5.6	1.5%	-0.9	-3.6	-17.5	2.6	-12.0
Cc1ccc(N2C(=O)NC(=O)C3(Cc4ccccc4N4CCN(c5ccccc5)CC43)C2=O)cc1 (stereo unspecified)	4.5	5.6	-13.6	0.4%	6.5	-4.2	4.9	-0.3	-2.1
Cc1nn(Cc2ccccc2Cl)c(C)c1C(=O)OCC(=O)NC1CCCC(C)C1C (stereo unspecified)	-21.6	8.6	0.1	-0.1%	-1.4	0.6	-19.0	0.8	-5.3

Structures listed so far with bromine:
SMILES	D1 antag	TRHR enhancer	D2 antagonist	RXFP1 ag	D2 ag	D1 potentiator	RXFP1 antagonist	D1 agonist	D2 potentiator
COc1ccc(CN2CC=C(c3ccc(F)cc3)CC2)cc1Br	-8.7	1.6	62.9*	1.9%	-0.1	-3.5	-11.4	5.4	-32.0
O=C1NC(=O)N(c2cccc(Br)c2)C(=O)/C1=C/c1ccsc1	0.6	6.0	·	0.8%	·	-0.8	-11.5	1.2	·

Screens as filed in PubChem BioAssay.

The list is partial (hit frequency here may not be typical).
